KOR beta-arrestin-1 = kappa opioid receptor blockers – cell-based, luminescence, uHTS (AID 1778) | KOR beta-arrestin recruitment, luminescence, antagonist mode; higher % means a stronger effect | one-dose inhibition, % at 10 µM; IC50 in µM for titrated hits | 0.091% of 290,000 active; in the data active = inhibition above about 50%; also: strong numbers were not always called active
GPR55 beta-arrestin = selective activators of receptor GPR55 – imaging, U2OS cells, beta-arrestin-GFP redistribution, primary screen (AID 1961). U2OS GPR55 beta-arrestin-GFP redistribution imaging; higher % means a stronger effect. activation, % at 10 µM; hits with a dose series show EC50 in µM. 0.048% of 290,000 active;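 active = activation above 40% with more than 50 cells counted in the well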;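 also: U2OS osteosarcoma cells stably expressing GPR55 and beta-arrestin-GFP; plate controls were DMSO negative control for no effect and LPI positive control for full effect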
GPR35 arrestin U2OS = GPR35 antagonists blocking zaprinast-driven arrestin recruitment, primary screen, imaging, U2OS, beta-arrestin-GFP, zaprinast agonist (AID 2058); inhibition, % at 10 µM, or IC50 in µM where a hit was titrated; 0.052% of 290,000 active; U2OS GPR35 beta-arrestin-GFP translocation imaging, zaprinast antagonism; higher % means a stronger effect;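 active = inhibition of at least 50% with at least 30 cells and total cytoplasm GFP at most 10,000,000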
NOD1 NF-kB reporter = NOD1 signaling inhibitors, primary screen, cell-based, luminescence, uHTS (AID 1578). 1% of 290,000 active. one-dose inhibition, % at 4 µM; EC50 in µM for titrated hits. NOD1-driven NF-kB luciferase reporter cells, luminescence; higher % means a stronger effect; in the data active = inhibition mostly above about 36%, no sharp cut-off; inactive = mostly below about 34%;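 also: HEK-293T reporter cells stimulated with the NOD1 agonist gamma-tri-DAP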
NS5 inhibitors = flavivirus cap methylation enzyme inhibition – biochemical, confirmation dose response, primary screen (AID 588689). 0.3% of 340,000 active. one-dose inhibition, % at 25 µM; IC50 in µM for titrated hits. Dengue-2 NS5 methyltransferase capping enzyme assay, biochemical; higher % means a stronger effect; in the data active = a potency from the dose series
West Nile virus CPE = West Nile virus antiviral activity, cell-based, CPE readout (AID 1621); West Nile virus-infected cells, CPE inhibition; higher % means a stronger effect; one-dose CPE inhibition, % at 10 µM; IC50 in µM for titrated hits; 0.02% of 290,000 active; in the data active = a potency from the dose series; also: strong numbers were not always called active
GPR55 LPI antagonism = GPR55 antagonists blocking LPI-driven arrestin recruitment, primary screen, imaging, U2OS, beta-arrestin-GFP, LPI agonist (AID 2013); 0.13% of 290,000 active; inhibition, % at 10 µM, or IC50 in µM where a hit was titrated; U2OS GPR55 beta-arrestin-GFP translocation imaging, LPI antagonism; higher % means a stronger effect;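 active = spots per cell inhibited over 60%, with over 100 cells counted and total cytoplasm intensity under 500,000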;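 also: U2OS cells stably carrying GPR55 and arrestin-GFP stimulated by 5 µM LPI near EC80; imaged beta-arrestin-GFP aggregate spots per cell after agonist stimulation; plate controls were LPI-stimulated DMSO wells for no effect and DMSO wells without LPI for full effect; some results filed as inactive read as strong as hits; confirmed hits need IC50 under 10 µM and bright autofluorescent wells are also inconclusive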
HIV peptide binding = inhibitors of HIV fusion peptide binding, primary screen, biochemical, uHTS, fluorescence dequenching (AID 1986) | inhibition, % at 20 µM, or IC50 in µM where a hit was titrated | 0.3% of 290,000 active | cell-free peptide binding, fluorescence dequenching, 30 min; higher % means a stronger effect; in the data active = inhibition mostly above about 52%, no sharp cut-off; inactive = mostly below about 76%; also: some results filed as inactive read as strong as hits
KOR beta-arrestin-2 = KOR agonists, beta-arrestin recruitment, primary screen, cell-based, luminescence, uHTS (AID 1777) | KOR beta-arrestin recruitment, luminescence; higher % means a stronger effect | activation, % at 10 µM, or EC50 in µM where a hit was titrated | 0.02% of 280,000 active; in the data active = activation above about 50%, passing the limit was not always enough; also: a part of the inactive calls stands beside numbers as strong as those of hits
NS5 inhibitors pilot replicate = further read-out of NS5 inhibitors, marked with its call; inhibition, %; measured here: pilot screen replicate inhibition
* = called active by the depositor; · = not tested or not shown; [ ] = remark or other dose. The list is partial. The share of hits here may be higher or lower than overall.

SMILES	KOR beta-arrestin-1	GPR55 beta-arrestin	GPR35 arrestin U2OS	NOD1 NF-kB reporter	NS5 inhibitors	West Nile virus CPE	GPR55 LPI antagonism	HIV peptide binding	KOR beta-arrestin-2	others
Cc1ccc(Cl)cc1N1CCN(C(=O)CN2C(=O)c3cccc4cccc2c34)CC1	-26%	-0.2%	9%	-2%	5%	-1.4%	-4%	-0.8%	1.0%
Cn1c(N)c(S(=O)(=O)N2CCN(c3ccccc3Cl)CC2)c(=O)n(C)c1=O	5%	-0.1%	10%	-17%	-7%	-1.1%	2%	0.3%	4.5%
Cc1ccc(S(=O)(=O)NCCCNC(=O)N2CCOCC2)cc1	-23%	-0.1%	1%	-7%	3%	-0.3%	5%	0.5%	-0.5%	NS5 inhibitors pilot replicate=0.3
CCC(=O)N1CCc2cc(S(=O)(=O)N3CCN(c4cc(Cl)ccc4C)CC3)ccc21	-84%	0.0%	-8%	-29%	-7%	-0.2%	6%	-0.7%	7.4%
COC(=O)c1nn(-c2ccccc2)c(Sc2ccc(C)cc2)c1/C=N/O	23%	0.3%	-9%	10%	8%	-0.6%	-3%	0.8%	11%
CC(=O)Nc1cc2cc(NS(=O)(=O)c3ccc(Cl)cc3)ccc2oc1=O	9%	-0.1%	-1%	-10%	·	-0.1%	14%	1.6%	-1.7%
COc1cc2c(cc1OC)C(c1ccccc1OC(C)C)CC(=O)N2 (stereo unspecified)	23%[20 µM]	-0.2%	-2%	-23%	·	-1.1%	-10%	0.8%	-0.1%
Cc1ccc2sc(N(CCCN(C)C)C(=O)CN3C(=O)c4ccccc4C3=O)nc2c1C	-15%	1.3%	4%	-35%	-4%	0.2%	19%	0.5%	-1.4%
Cc1c(NC(=O)CCCCCN2C(=O)c3ccccc3C2=O)c(=O)n(-c2ccccc2)n1C	-36%	-0.2%	1%	-26%	-4%	0.4%	9%	0.1%	0.4%
COc1ccccc1CNC(=O)CNCC1CCCO1 (stereo unspecified)	-43%	-0.3%	-1%	-21%	-2%	0.3%	-4%	0.8%	-8.4%
CC(Sc1nnc(COc2ccccc2)n1-c1ccccc1)C(=O)O (stereo unspecified)	-14%[20 µM]	0.0%	0%	-39%	-1%	1.0%	-6%	-0.3%	0.7%
CCOC(=O)N1CCN(S(=O)(=O)N2CCCC(C(=O)NCCc3ccccc3)C2)CC1 (stereo unspecified)	-71%	-0.2%	23%	-26%	-4%	0.2%	-11%	0.6%	3.9%
CCOC(=O)CC1CCCCN1C(=O)CCCn1nnnc1CN1CCC(C)CC1 (stereo unspecified)	-20%	-0.1%	-9%	-32%	-3%	-0.3%	12%	-0.1%	12%
Cn1c(=O)c2c(ncn2CC(=O)Nc2ccccc2N2CCOCC2)n(C)c1=O	·	-0.4%	3%	-18%	3%	0.4%	0%	0.5%	·
O=C(NN=C1CCCCCCC1)C(=O)NC1CCCCC1	6%	0.0%	2%	-5%	3%	0.0%	5%	6.8%	-1.6%
Cc1ccc(C(=O)c2ccccc2C(=O)OCC(=O)NC(C)(C)C)cc1	20%	0.5%	0%	-2%	1%	-1.0%	9%	-0.7%	-3.2%
Cc1ccc(OCC(=O)Nc2ccc(CN3CCOCC3)cc2)cc1C	-5%	-0.1%	-7%	-33%	-3%	-0.3%	12%	1.3%	0.1%
CCCCCCSC1=C(C#N)C(c2ccc(O)cc2)CC(=O)N1 (stereo unspecified)	3%	-0.1%	-1%	4%	·	-0.2%	9%	-2.0%	-0.3%
CCOCC(=O)Nc1cc(C(=O)NCCC(C)C)ccc1Cl	-6%[20 µM]	0.1%	10%	-32%	·	-0.5%	7%	2.9%	5.9%
Cc1csc2nc(CNC(=O)CCC(=O)O)cn12	12%	-0.1%	2%	·	-3%	0.7%	0%	-1.1%	-3.1%
O=C(OC1CCOC1=O)c1cc(Cl)ccc1[N+](=O)[O-] (stereo unspecified)	-6%	-0.1%	-11%	34%	-1%	0.9%	-5%	1.9%	4.0%
Cc1ccc(Cn2c(/C=C/c3ccco3)nc3ccccc32)cc1	3%	-0.3%	5%	8%	-16%	-0.9%	0%	28%	-2.0%
CCC(Oc1ccccc1)C(=O)N(Cc1ccccc1)c1ccccn1 (stereo unspecified)	13%	0.8%	-5%	0%	-9%	-0.9%	12%	-0.9%	9.8%
COc1cc(C2C(C#N)=C(N)Oc3cc(C)oc(=O)c32)ccc1OC(=O)N1CCOCC1 (stereo unspecified)	1%	-0.4%	-4%	-33%	-11%	-0.2%	0%	0.6%	1.1%
Cn1nccc1C(=O)NC1CCCc2c1cnn2-c1cc(F)cc(F)c1 (stereo unspecified)	-40%	0.4%	-6%	35%	1%	-0.6%	-29%	0.7%	7.1%

Quoted at random: 7 records from the list, in no set order.
SMILES	KOR beta-arrestin-1	GPR55 beta-arrestin	GPR35 arrestin U2OS	NOD1 NF-kB reporter	NS5 inhibitors	West Nile virus CPE	GPR55 LPI antagonism	HIV peptide binding	KOR beta-arrestin-2	others
O=C(OC1CCOC1=O)c1cc(Cl)ccc1[N+](=O)[O-] (stereo unspecified)	-6%	-0.1%	-11%	34%	-1%	0.9%	-5%	1.9%	4.0%
COc1cc2c(cc1OC)C(c1ccccc1OC(C)C)CC(=O)N2 (stereo unspecified)	23%[20 µM]	-0.2%	-2%	-23%	·	-1.1%	-10%	0.8%	-0.1%
COc1ccccc1CNC(=O)CNCC1CCCO1 (stereo unspecified)	-43%	-0.3%	-1%	-21%	-2%	0.3%	-4%	0.8%	-8.4%
CC(=O)Nc1cc2cc(NS(=O)(=O)c3ccc(Cl)cc3)ccc2oc1=O	9%	-0.1%	-1%	-10%	·	-0.1%	14%	1.6%	-1.7%
COc1cc(C2C(C#N)=C(N)Oc3cc(C)oc(=O)c32)ccc1OC(=O)N1CCOCC1 (stereo unspecified)	1%	-0.4%	-4%	-33%	-11%	-0.2%	0%	0.6%	1.1%
Cc1ccc(C(=O)c2ccccc2C(=O)OCC(=O)NC(C)(C)C)cc1	20%	0.5%	0%	-2%	1%	-1.0%	9%	-0.7%	-3.2%
CCOCC(=O)Nc1cc(C(=O)NCCC(C)C)ccc1Cl	-6%[20 µM]	0.1%	10%	-32%	·	-0.5%	7%	2.9%	5.9%

The listing continues:
SMILES	KOR beta-arrestin-1	GPR55 beta-arrestin	GPR35 arrestin U2OS	NOD1 NF-kB reporter	NS5 inhibitors	West Nile virus CPE	GPR55 LPI antagonism	HIV peptide binding	KOR beta-arrestin-2	others
Cc1nn(C)c2ncc(C(N)=O)c(Oc3ccc(Cl)cc3)c12	1%	-0.2%	-6%	-11%	·	-0.7%	8%	-1.7%	-6.2%
Cc1onc(-c2ccccc2Cl)c1C(O)c1ccc(F)cc1 (stereo unspecified)	28%	-0.1%	-8%	10%	1%	0.2%	2%	-0.1%	-13%
O=C(NCCCn1ccnc1)c1cc2nc(-c3ccc(Br)cc3)cc(C(F)(F)F)n2n1	18%	0.4%	7%	0%	-6%	27%	-12%	0.7%	-3.0%
O=C(NCCCN1CCCC1=O)c1cc(NS(=O)(=O)c2ccc(F)cc2)cc(NS(=O)(=O)c2ccc(F)cc2)c1	-32%	0.0%	3%	25%	-14%	0.5%	-12%	0.8%	3.2%
O=S(=O)(Nc1ccc(F)cc1)c1ccc(NS(=O)(=O)c2cccs2)cc1	-14%	0.9%	-7%	-39%	-7%	1.4%	6%	2.5%	-1.3%
C=CCNCCCOc1ccc(Cl)cc1C(C)(C)C	-42%[20 µM]	-0.1%	6%	-6%	·	-0.6%	28%	2.8%	-6.6%
Nc1ccc(Br)c[n+]1Cc1cccc2cccnc12	19%	0.0%	-7%	-5%	-2%	-0.6%	-2%	0.0%	-4.8%
CCCCOC(=O)N1CCOCCOCCN(C(=O)OCCCC)CCOCCOCC1	-8%	0.3%	3%	-28%	-4%	-0.4%	-2%	1.1%	7.0%
COc1ccc(N/N=C(\C#N)C(=N)SCc2ccccc2)cc1	-33%	-0.7%	-11%	5%	-5%	-0.7%	1%	-1.3%	-0.7%
CC1CCC/C(=N\NC(=S)NCc2ccccc2)C1 (stereo unspecified)	-29%	0.0%	7%	8%	2%	-0.8%	1%	-2.1%	2.5%
COc1ccccc1C(=O)NCc1ccncc1	-1%	0.1%	-6%	3%	-2%	-0.5%	9%	-0.6%	-7.6%
COc1cc(C)nc(NS(=O)(=O)c2ccccc2Cl)n1	-28%	0.9%	1%	-29%	-8%	0.1%	-4%	-0.6%	-2.4%
CCN1CCN(c2cc(C)c3cc(NC(=S)NCCCN4CCc5ccccc5C4)ccc3n2)CC1	-2%	-0.2%	12%	-25%	-11%	0.5%	27%	-1.2%	0.2%
CCC(NS(=O)(=O)c1ccc2c(c1)Cc1cc(S(=O)(=O)NC(CC)C(=O)O)ccc1-2)C(=O)O (stereo unspecified)	-32%	-0.1%	-3%	49%	-2%	0.1%	-7%	5.2%	3.2%
CCN(CC)C(=S)SC1CCCCN(C(=O)c2ccccc2)C1=O (stereo unspecified)	-10%	0.2%	-5%	66%*	-2%	-0.6%	9%	-0.7%	4.1%
COc1cccc(OCCNCc2ccccc2)c1	-14%[20 µM]	-0.1%	2%	-20%	·	-0.9%	-24%	1.1%	-8.1%
N/C(=N\OC(=O)Nc1ccccc1)c1ncc(C(F)(F)F)cc1Cl	-42%	-0.1%	14%	-36%	3%	0.0%	4%	1.4%	-1.7%
CN(C)CCCN(C(=O)c1ccc2c(c1)CCCC2)c1nc2cc3c(cc2s1)OCO3	-2%	0.6%	1%	-43%	-9%	-0.1%	18%	-0.2%	3.0%
CCc1ccc(-c2csc3nc[nH]c(=O)c23)cc1	-16%[20 µM]	-0.3%	9%	-27%	-8%	-0.9%	4%	-1.1%	-6.1%
